Screening results as filed in PubChem BioAssay.
Growth percent in the NCI-60 one-dose screen (48 h, 10 µM unless noted): 100 = growth as untreated, 0 = no growth, -100 = all killed.
T-47D: T-47D breast cancer. AID 1794792. 79,000 tested, 5% active
UACC-257: UACC-257 melanoma; 78,000 tested, 4.4% active
HS 578T: HS 578T breast cancer; 78,000 tested, 4.1% active
SK-MEL-28: SK-MEL-28 melanoma; AID 1794761; 81,000 tested, 4.1% active
SK-MEL-2: SK-MEL-2 melanoma; 77,000 tested, 4.7% active
SK-MEL-5: SK-MEL-5 melanoma. 80,000 tested, 6.4% active
MALME-3M: MALME-3M melanoma | 78,000 tested, 5.8% active | AID 1794766
LOX IMVI: LOX IMVI melanoma | 79,000 tested, 7.4% active | AID 1794757
Active calls of the source: *; · = no result given. The calls were made as follows: active = growth percent below 10; inactive = the rest.

1) Cc1c(-c2ccccc2)c(-c2ccccc2)c(C)n1Cc1ccc(Cl)cc1
2) CN(c1ccc(F)cc1)S(=O)(=O)c1ccc(-c2cnc(C3CC3)o2)cc1
3) COc1cc2oc(-c3cccc(C(=O)Nc4ccc(Cl)cc4)c3)cc(=O)c2c(OCCNC(=O)CNC(=O)OC(C)(C)C)c1OC
4) Cc1c(C(=O)NCCCC(=O)NO)sc2ncnc(Nc3ccc(Cl)cc3)c12
5) O=[N+]([O-])c1ccc(SN2CCCCC2)c([N+](=O)[O-])c1
Compound	1	2	3	4	5
T-47D	60	54	59	105	91
UACC-257	59	71	81	113	·
HS 578T	83	37	63	99	111
SK-MEL-28	93	57	69	112	106
SK-MEL-2	83	78	78	106	105
SK-MEL-5	43	27	31	100	99
MALME-3M	86	65	65	113	132
LOX IMVI	31	·	·	99	96

6) Fc1ccc(NCc2nnc(-c3ccccc3Cl)o2)cc1Cl
7) O=c1[nH]c(=S)[nH]c(=O)n1CCc1ccc(Cl)cc1
8) N#CC12C(=O)NC(=O)C1(C#N)C2C(=O)c1ccccc1 (stereo not given)
9) ClC(Cn1ncc2c(Nc3cccc(Br)c3)nc(SCCN3CCOCC3)nc21)c1ccc(Br)cc1 (stereo not given)
10) COc1ccc(C2=CC(c3ccc(OC)cc3Br)N3C=CSC3=N2)cc1 (stereo not given)
Compound	6	7	8	9	10
T-47D	77	87	100	-3.0*	55
UACC-257	98	96	103	-43*	80
HS 578T	111	94	115	-20*	88
SK-MEL-28	109	108	117	-46*	84
SK-MEL-2	83	99	112	-12*	109
SK-MEL-5	107	97	104	-90*	79
MALME-3M	113	102	103	-38*	90
LOX IMVI	106	98	104	-89*	17

Another view of some results above:
# | Molecule | T-47D | UACC-257 | HS 578T | SK-MEL-28 | SK-MEL-2 | SK-MEL-5 | MALME-3M | LOX IMVI
6 | Fc1ccc(NCc2nnc(-c3ccccc3Cl)o2)cc1Cl | 77 | 98 | 111 | 109 | 83 | 107 | 113 | 106
7 | O=c1[nH]c(=S)[nH]c(=O)n1CCc1ccc(Cl)cc1 | 87 | 96 | 94 | 108 | 99 | 97 | 102 | 98
8 | N#CC12C(=O)NC(=O)C1(C#N)C2C(=O)c1ccccc1 (stereo not given) | 100 | 103 | 115 | 117 | 112 | 104 | 103 | 104
9 | ClC(Cn1ncc2c(Nc3cccc(Br)c3)nc(SCCN3CCOCC3)nc21)c1ccc(Br)cc1 (stereo not given) | -3.0* | -43* | -20* | -46* | -12* | -90* | -38* | -89*
10 | COc1ccc(C2=CC(c3ccc(OC)cc3Br)N3C=CSC3=N2)cc1 (stereo not given) | 55 | 80 | 88 | 84 | 109 | 79 | 90 | 17

Pulled by structure from the entries so far:
7) O=c1[nH]c(=S)[nH]c(=O)n1CCc1ccc(Cl)cc1
10) COc1ccc(C2=CC(c3ccc(OC)cc3Br)N3C=CSC3=N2)cc1 (stereo not given)
Compound	7	10
T-47D	87	55
UACC-257	96	80
HS 578T	94	88
SK-MEL-28	108	84
SK-MEL-2	99	109
SK-MEL-5	97	79
MALME-3M	102	90
LOX IMVI	98	17

Additional compounds:
11) Cc1[nH]c(-c2nc3ccccc3[nH]2)c(C)c1C(=O)NCC(F)(F)F
12) N#Cc1c(-c2ccccc2)nc(SCC(=O)N2CCN(c3ccccc3)CC2)[nH]c1=O
13) O=C(NN=C1CCCC1)c1ccc(NC(=O)c2ccccn2)cc1
14) O=C1NC(=O)C(c2ccc(Cl)cc2)(c2ccc(Cl)cc2)N1
15) COc1cccc(-c2nc3occn3c2-c2ccnc(NCCCNS(=O)(=O)c3ccc(C)cc3)n2)c1
Compound	11	12	13	14	15
T-47D	96	99	86	91	35
UACC-257	96	89	100	102	99
HS 578T	101	106	96	111	103
SK-MEL-28	101	116	100	112	86
SK-MEL-2	107	113	93	92	95
SK-MEL-5	100	103	97	112	66
MALME-3M	104	95	113	114	78
LOX IMVI	102	97	60	100	68

16) CCCCCCC(C)NCC(C)(C)O (stereo not given)
17) CC(C)CCC[C@@H](C)[C@H]1CC[C@H]2[C@@H]3CC=C4c5sc(Nc6ccccc6)nc5CC[C@]4(C)[C@H]3CC[C@]12C
18) COC(=O)c1ccc2oc(NC(=O)c3ccc(NCc4ccccc4)c([N+](=O)[O-])c3)nc2c1
19) CCCCCCCCCCCCCCCCCCOc1ccc(CC(=O)OCCC[N+](C)(C)C)cc1
20) C=Cn1c(O)c(N=NC(=O)c2ccc(S(N)(=O)=O)cc2)c2ccccc21
Compound	16	17	18	19	20
T-47D	·	101	98	88	84
UACC-257	110	105	99	91	104
HS 578T	119	103	89	101	102
SK-MEL-28	113	115	97	92	108
SK-MEL-2	115	101	105	104	106
SK-MEL-5	109	109	93	93	99
MALME-3M	112	103	85	91	104
LOX IMVI	99	100	97	90	101

21) CC(C)C[C@@H](CC(N)=O)CC(=O)N[C@@H](CC(=O)N1CCn2c(nnc2C(F)(F)F)C1)Cc1cc(F)c(F)cc1F
22) Cc1ccc(/C=C/C2=NN(c3ccc(S(N)(=O)=O)cc3)C(c3ccc(C)o3)C2)o1 (stereo not given)
23) CC1CC(=O)N(Cl)C(=O)N1Cl (stereo not given)
24) O=[N+]([O-])c1ccc(C2=NCCO2)cc1
25) N#Cc1c(-c2ccc([N+](=O)[O-])cc2)cc(-c2ccc(NC(=O)CSc3nc4ccccc4c(=O)n3-c3ccccc3)cc2)nc1N
Compound	21	22	23	24	25
T-47D	85	85	89	86	91
UACC-257	82	104	92	86	91
HS 578T	107	101	108	98	90
SK-MEL-28	105	105	105	112	106
SK-MEL-2	105	96	99	72	89
SK-MEL-5	98	100	106	103	88
MALME-3M	103	116	88	104	105
LOX IMVI	93	96	91	104	98

26) COc1ccc2c(c1)O/C(=C/c1cccc(OCC(=O)c3ccccc3)c1)C2=O
27) CCCCCCCCCCCN(c1ccc(C(=O)OCC)cc1)S(=O)(=O)c1ccc(C)cc1
28) CCCC1(CN2c3ccccc3Sc3ccc(Cl)cc32)CCN(CC)C1 (stereo not given)
29) O=C(O)c1ccc(-c2ccc(/C=N/NC(=O)c3[nH]c4ccc(Br)cc4c3-c3ccccc3)o2)cc1
30) CN1CCCc2cc(/C=C3\SC(=S)N(CCC(=O)O)C3=O)ccc21
Compound	26	27	28	29	30
T-47D	36	87	·	15	98
UACC-257	109	96	4.9*	46	103
HS 578T	111	106	-23*	·	102
SK-MEL-28	133	99	-68*	31	108
SK-MEL-2	102	87	-3.5*	-17*	105
SK-MEL-5	104	97	-96*	-9.6*	100
MALME-3M	103	97	-62*	35	96
LOX IMVI	89	94	-100*	·	94

31) CCn1c(SCCc2ccccc2)nnc1-c1nn(-c2ccc(Cl)cc2Cl)c(-c2ccc(Cl)cc2)c1C
32) Cc1cccc(NC(=O)CSc2nc3ccccc3[nH]2)c1
33) C=CC(=O)Nc1cccc(-c2nc(SC)nc(Nc3cccc(OC)c3)c2C#N)c1
34) COC(=O)/C=C/c1ccc(OC(C)=O)cc1
35) COc1ccc2nc(NC(=O)/C(=C/c3cc(OC)c(OC)c(OC)c3)c3ccc(OC)c(OC)c3)sc2c1
Compound	31	32	33	34	35
T-47D	42	89	39	106	74
UACC-257	·	111	82	98	97
HS 578T	98	91	49	110	103
SK-MEL-28	79	101	87	122	105
SK-MEL-2	54	109	71	94	96
SK-MEL-5	74	103	77	97	93
MALME-3M	96	105	78	124	98
LOX IMVI	64	97	72	98	90

36) COc1cc(/C=C/c2cc(/C=C/c3ccc(O)c(OC)c3)[nH]c(=O)n2)ccc1O
37) CS(=O)(=O)c1ccc(N/N=C/c2c(-c3ccc(S(C)(=O)=O)cc3)[nH]c3ccc(F)cc23)cc1
38) CC(=O)OCC(=O)[C@H]1CC[C@H]2[C@@H]3CC(=C(Br)Br)C4=CC(=O)CC[C@]4(C)[C@H]3CC[C@]12C
39) O=C(Cn1c2ccccc2c2ccccc21)Nc1ccc(-c2nc3ccccc3s2)cc1
40) COC(=O)c1ccc(-c2ccc(/C=N/NC(=O)c3[nH]c4ccc(Br)cc4c3-c3ccccc3)o2)cc1O
Compound	36	37	38	39	40
T-47D	59	·	·	84	78
UACC-257	62	14	68	101	103
HS 578T	54	5.7*	94	114	81
SK-MEL-28	51	15	92	108	113
SK-MEL-2	81	3.8*	95	101	100
SK-MEL-5	71	-35*	84	94	103
MALME-3M	54	11	99	93	112
LOX IMVI	49	3.7*	96	91	82

41) CN1C(=O)CCC1=O
42) C/C(=N\O)C(c1ccc(Cl)cc1)c1ccc(Cl)cc1
43) CCOC(=O)c1c(Cl)c2c(n1Cc1cccc(OC)c1)-c1oncc1CC2
44) CC(C)CNCC(=O)Nc1ccc(Cc2ccc(NC(=O)CNCC(C)C)cc2)cc1
45) c1ccc(C2CC(c3cccc(Nc4ccncc4)c3)=NN2c2ccccc2)cc1 (stereo not given)
Compound	41	42	43	44	45
T-47D	100	64	36	68	92
UACC-257	89	95	49	63	34
HS 578T	87	89	-11*	65	82
SK-MEL-28	98	104	34	80	-56*
SK-MEL-2	99	90	28	88	103
SK-MEL-5	·	90	21	40	75
MALME-3M	94	92	·	-23*	-12*
LOX IMVI	99	94	38	60	44

46) C#CC(C)ON1C(=O)c2ccccc2C1=O (stereo not given)
47) CCOC(=O)c1cc(C(=O)c2ccc(OC)c(OC)c2)n2c1ccc1ccc3cccnc3c12
48) C=C(C)[C@@H]1CC[C@]2(C(=O)O)CC[C@]3(C)[C@H](CC[C@@H]4[C@@]5(C)C[C@@H](CC#Cc6ccccn6)[C@H](O)C(C)(C)[C@@H]5CC[C@]43C)[C@@H]12
49) COc1cc(C2C(C#N)=C(N)OC3=C2C(=O)c2ccccc2C3=O)ccc1O (stereo not given)
50) CCN(CC)CCNc1nc2ccccc2c2c(=O)c3cc(Cl)ccc3sc12
Compound	46	47	48	49	50
T-47D	100	47	67	105	60
UACC-257	96	51	92	92	93
HS 578T	107	25	103	89	68
SK-MEL-28	117	60	92	113	98
SK-MEL-2	101	19	88	102	89
SK-MEL-5	107	17	95	·	74
MALME-3M	106	40	93	99	88
LOX IMVI	106	32	91	88	-59*

51) CCOC(=O)C1(C)CCN(C)C1=O (stereo not given)
52) CCOC(=O)[C@@H](Cc1ccccc1)NC(=O)c1[nH]c2ccc(Cl)cc2c(=O)c1C
53) CCc1cccc2c3c(sc12)C(c1ccc(OC)cc1)C(C#N)=C(/N=C/c1ccc(Cl)cc1)O3 (stereo not given)
54) O=C(CCn1cc[n+](CC(=O)c2ccc([N+](=O)[O-])cc2)c1)Nc1cccc2cccnc12
55) O=C(CC1c2ccccc2NC(=O)N1Cc1ccccc1)c1cnccn1 (stereo not given)
Compound	51	52	53	54	55
T-47D	93	87	13	91	90
UACC-257	88	82	72	90	111
HS 578T	117	94	-7.2*	99	119
SK-MEL-28	103	104	60	106	107
SK-MEL-2	95	89	-27*	109	92
SK-MEL-5	102	82	4.0*	99	99
MALME-3M	96	107	48	·	92
LOX IMVI	95	96	38	95	93

56) Cn1cc(-c2nnc(N)nc2-c2c[nH]c3ccc(Br)cc23)c2cccnc21
57) COc1ccc(S(=O)(=O)NCCNc2nccc(-c3c(-c4cccc(OC)c4)nc4sccn34)n2)cc1
58) NCCCN1CCCC1=O
59) CCOC(=O)c1cc(C=O)c[nH]1
60) O=C(O)c1ccc(-c2nn(-c3ccc(C(=O)O)cc3)cc2/C=N/Nc2nc(-c3ccc(F)cc3)cs2)cc1
Compound	56	57	58	59	60
T-47D	50	86	115	94	100
UACC-257	99	102	97	94	103
HS 578T	50	110	109	130	96
SK-MEL-28	104	110	111	102	106
SK-MEL-2	93	107	117	99	118
SK-MEL-5	31	91	100	100	101
MALME-3M	86	92	99	101	102
LOX IMVI	·	92	·	102	94

61) CC1c2ccccc2N(S(=O)(=O)c2ccccc2)C1C (stereo not given)
62) CCCCCCCCCCCCCCCC(=O)Cl
63) Oc1ccc2c(O)cccc2c1
64) Cc1nn(-c2ccccc2)c(Cl)c1/C=C1\N=C(c2ccccc2)NNC1=O
65) COc1cc(/C=C/C(=O)/C=C(O)/C=C/c2ccc(OC(C)=O)c(OC)c2)ccc1OC(C)=O
Compound	61	62	63	64	65
T-47D	102	100	122	100	·
UACC-257	94	105	101	105	90
HS 578T	93	106	103	117	95
SK-MEL-28	92	112	·	117	84
SK-MEL-2	77	107	118	·	100
SK-MEL-5	89	97	107	104	94
MALME-3M	·	95	·	96	87
LOX IMVI	·	95	96	106	64

66) Nc1nc(N)c2cc(NCc3ccc(Cl)c(Cl)c3)ccc2n1
67) CCN(CC)C(=O)c1ccc2c(c1)OCO2
68) Cc1ccc(N2CCN(CC(O)COc3ccccc3)CC2)cc1 (stereo not given)
69) O=C1Nc2cc(-c3ccc(NC(=O)c4ccc(F)c(Cl)c4)cc3)ccc2/C1=C/c1ccc[nH]1
70) CCCCC1(CC)COC(c2ccccc2Cl)OC1 (stereo not given)
71) COc1cc2oc(-c3cccc(C(=O)NCc4ccccc4)c3)cc(=O)c2c(OC)c1OC
Compound	66	67	68	69	70	71
T-47D	-81*	101	111	81	101	·
UACC-257	-83*	103	96	100	·	117
HS 578T	-49*	92	111	101	102	102
SK-MEL-28	-94*	109	104	107	99	115
SK-MEL-2	-79*	114	120	98	118	100
SK-MEL-5	-98*	104	102	100	105	75
MALME-3M	-65*	117	103	100	107	116
LOX IMVI	-80*	108	99	88	91	88

Shown tab-delimited: entries from further up
#	mol	T-47D	UACC-257	HS 578T	SK-MEL-28	SK-MEL-2	SK-MEL-5	MALME-3M	LOX IMVI
71	COc1cc2oc(-c3cccc(C(=O)NCc4ccccc4)c3)cc(=O)c2c(OC)c1OC	·	117	102	115	100	75	116	88
68	Cc1ccc(N2CCN(CC(O)COc3ccccc3)CC2)cc1 (stereo not given)	111	96	111	104	120	102	103	99
69	O=C1Nc2cc(-c3ccc(NC(=O)c4ccc(F)c(Cl)c4)cc3)ccc2/C1=C/c1ccc[nH]1	81	100	101	107	98	100	100	88
67	CCN(CC)C(=O)c1ccc2c(c1)OCO2	101	103	92	109	114	104	117	108
